Source: PubChem (several laboratories)
TbMetRS inhib = blocks T. brucei methionyl-tRNA synthetase activity; purified T. brucei MetRS, ATP depletion, Kinase-Glo luminescence; inhibition, % at 11.9 µM; 360,000 tested, 0.4% active;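 active means inhibition above a per-plate cutoff of the control wells' mean inhibition plus 3 SD, cut at about 5.5% in these data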;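 further: 0% = DMSO wells median and 100% = median of wells with control inhibitor compound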
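Measured by: Kinase-Glo luciferase luminescence reporting remaining unconsumed ATP. Material: purified T. brucei MetRS enzyme. Doses: 11.9 µM compound single dose, 0.9% DMSO. Medium: HEPES buffer containing pyrophosphatase, BSA, spermine, DTT. Times: 15 min preincubation, 2 h reaction, all 25 °C. Reagent: methionine, ATP and bulk E. coli tRNA.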
Scp1 inh = Scp-1 (human) phosphatase inhibition. inhibition, % at 20 µM. 340,000 tested, 0.88% active. Q9GZU7. Recombinant Scp1, phosphopeptide, malachite green phosphate absorbance. AID 493091;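 active means inhibition above about 50% at 20 µM, limit read from the data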;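 further: plate controls were DMSO wells with enzyme for no effect and wells lacking enzyme for full effect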
Target sequence (Q9GZU7 76-261 limits assumed): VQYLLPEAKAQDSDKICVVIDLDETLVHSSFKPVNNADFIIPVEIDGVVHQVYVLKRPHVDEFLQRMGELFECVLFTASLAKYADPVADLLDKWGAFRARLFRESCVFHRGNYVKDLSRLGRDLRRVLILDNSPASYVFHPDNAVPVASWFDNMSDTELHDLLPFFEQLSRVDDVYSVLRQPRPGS
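Test system: SCP-1 catalytic domain; Buffer or medium: Acidic Tris acetate buffer with magnesium and detergent; Also added: Phosphorylated 17-residue peptide substrate; Compound: single 20 µM dose, 1% DMSO; Schedule: enzyme reaction 45 min at room temperature, colour 5 min, stabilisation 30 min; Signal: Phosphate-binding colour reagent, absorbance read at 630 nm.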
Neddylation inh = blocks human cullin neddylation; P61081+Q13564; TR-FRET cullin neddylation, biochemical; calls only at 25 µM; 360,000 tested, 0.58% active; in the data active means inhibition above about 36%
SKN-1 block = inhibitors of C. elegans SKN-1. C. elegans VP596 Pgst-4::GFP/RFP ratio, acrylamide-induced, 24 h. inhibition, % at 21.8 µM. 360,000 tested, 0.49% active. AID 624304;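 active means interference check ratio from 0.5 to 1.5 plus GFP to RFP signal ratio inhibition reaching or exceeding a fixed threshold, cut at about 30% in these data, passing the limit was not always enough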; further: some compounds called inactive have numbers as strong as hits
NadD block = blocks S. aureus nicotinate mononucleotide adenylyltransferase; purified NadD enzyme, colorimetric absorbance read-out; inhibition, % at 20 µM; 360,000 tested, 0.78% active; AID 602399; in the data active means inhibition above about 26%; further: some compounds past the cut are filed as inactive
CendR NRP1 mod = modulators of CendR peptide binding to human neuropilin-1 | inhibition, % at 25 µM | O14786 | 360,000 tested, 0.85% active | FAM-RPARPAR peptide binding to NRP-1, fluorescence polarization;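 active means inhibition or corrected inhibition above about 18%, plus a signal ratio from 0.5 to 1.5, limit read from the data, passing the limit was not always enough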; further: strong numbers were not always called active
DNMT1 inh = blocks human DNA methyltransferase DNMT1 | P26358 | DNMT1 molecular beacon, Hinp1I cleavage, fluorescence | inhibition (reported as % activation of signal), % at 10 µM | 360,000 tested, 0.83% active | AID 588458; in the data active means inhibition above about 50%
LMPTP inh = blocks human LMPTP phosphatase. recombinant LMPTP-A, OMFP fluorogenic substrate, fluorescence intensity. 360,000 tested, 0.22% active. inhibition, % at 20 µM. P24666;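 active means compounds that cut the enzyme signal by at least half of the control window in the single-dose screen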;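 further: plate controls were DMSO wells with enzyme plus substrate for no effect and substrate without enzyme for full effect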
Target sequence (P24666 whole entry, looked up): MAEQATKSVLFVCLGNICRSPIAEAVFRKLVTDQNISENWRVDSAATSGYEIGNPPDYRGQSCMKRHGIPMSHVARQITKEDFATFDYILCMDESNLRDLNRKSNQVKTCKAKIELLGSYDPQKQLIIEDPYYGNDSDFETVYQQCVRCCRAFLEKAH
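Test system: LMPTP-A phosphatase enzyme. Amount: LMPTP-A at 0.625 nM final in the reaction. Reagent: OMFP substrate, 400 µM final. Times: 50 min at room temperature. Signal: endpoint fluorescence intensity from OMFP dephosphorylation. Read-out basis: % inhibition. Benchmarks: no-enzyme and uninhibited controls.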
STEP block = STEP (human) phosphatase inhibition. P54829. recombinant STEP, OMFP fluorogenic substrate, fluorescence. inhibition, % at 20 µM. 360,000 tested, 0.25% active;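 active means inhibition at 20 µM, scaled per plate between control wells, above about 37%, limit read from the data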;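 further: 0% = DMSO with enzyme and substrate and 100% = substrate only without enzyme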
Target sequence (P54829 whole entry, looked up): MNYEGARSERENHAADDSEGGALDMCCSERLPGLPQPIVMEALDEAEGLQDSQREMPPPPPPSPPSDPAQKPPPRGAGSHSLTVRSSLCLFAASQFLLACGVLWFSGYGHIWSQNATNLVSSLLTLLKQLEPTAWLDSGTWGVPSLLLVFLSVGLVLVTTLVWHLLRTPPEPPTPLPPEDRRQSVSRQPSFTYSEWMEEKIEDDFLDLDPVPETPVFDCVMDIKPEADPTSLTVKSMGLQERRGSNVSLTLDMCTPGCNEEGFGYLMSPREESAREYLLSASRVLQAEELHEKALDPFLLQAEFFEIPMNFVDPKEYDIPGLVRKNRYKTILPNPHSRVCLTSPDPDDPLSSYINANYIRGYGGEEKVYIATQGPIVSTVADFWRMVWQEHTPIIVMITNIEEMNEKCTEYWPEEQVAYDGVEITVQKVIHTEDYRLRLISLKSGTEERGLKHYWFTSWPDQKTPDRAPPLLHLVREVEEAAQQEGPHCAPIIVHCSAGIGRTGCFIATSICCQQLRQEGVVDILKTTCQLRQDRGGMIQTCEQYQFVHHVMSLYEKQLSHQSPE
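Assay system: isolated STEP enzyme. Buffer or medium: pH 6.0 Bis-Tris with DTT and Tween 20. Also added: fluorogenic phosphatase substrate OMFP at 25 µM final. Dosing: 20 µM, 1% DMSO. Timing: 20 min reaction, room temperature, in the dark. Measured by: fluorescence intensity, excitation 480 nm, emission 540 nm. Evaluation: normalized % inhibition.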
SUMO1-SIM PPI = alters human SUMO1 binding to SIM partners; inhibition, % at 20 µM; P63165; 360,000 tested, 0.33% active; SUMO1 binding to a labelled peptide, TR-FRET, 1 h; in the data active means inhibition above about 37%
Target sequence (P63165 whole entry, looked up): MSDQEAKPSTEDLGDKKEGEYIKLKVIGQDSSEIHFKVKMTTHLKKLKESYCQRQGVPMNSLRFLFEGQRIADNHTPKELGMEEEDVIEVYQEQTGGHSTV
* marks the source's active call; other numbers are inactive results; i = inactive; x = not tested or not shown.

The line under a structure holds: TbMetRS inhib	Scp1 inh	Neddylation inh	SKN-1 block	NadD block	CendR NRP1 mod	DNMT1 inh	LMPTP inh	STEP block	SUMO1-SIM PPI
Cc1nc2cc(C(=O)OCC(=O)NC(C)C(C)C)ccc2n1-c1ccccc1 (centres undefined)
    0.1	-5	i	-12	-6	-21	-2	-0.1	0	-6
Cc1ccc(Nc2nc(N)nc(CSC(=S)N3CCOCC3)n2)cc1
    -0.2	-13	i	8	3	-4	-4	1.0	10	-2
COC(=O)C1(C(=O)OC)NOC2C(=O)N(c3ccccc3)C(=O)C21 (centres undefined)
    -0.7	-4	i	11	0	0	2	-0.2	-3	0
COc1ccccc1CC(NC(C)=O)C(=O)N1CCN(C(=O)Nc2ccccc2Cl)CC1 (centres undefined)
    -0.4	2	i	6	11	2	4	-1.9	0	-2
CC(C)Oc1cccc(-c2cc(C(=O)NN3CCOCC3)c3ccccc3n2)c1
    -0.3	-6	i	6	5	12	-2	0.7	1	-1
O=C(c1cn(-c2ccccc2)nc1-c1ccc(Cl)cc1)N1CCOCC1
    0.2	-3	i	3	-7	-8	0	-0.7	-2	-1
CC#CCCCC(=O)Nc1cccc(C(=O)O)c1
    -0.7	18	i	-25	11	-7	13	-1.7	0	2
Cc1cc(C)c(C#N)c(Sc2nc(C)c([N+](=O)[O-])c(C)c2C#N)n1
    -1.1	x	i	-5	3	-3	15	-0.4	2	-10
O=S(=O)(c1ccccc1)N1CCN(C(=S)NCc2ccccc2)CC1
    0.1	6	i	25	-4	13	0	-0.7	0	-1
O=C(C1CN(S(=O)(=O)c2ccccc2)CCN1S(=O)(=O)c1ccccc1)N1CCCCCC1 (centres undefined)
    0.1	-6	i	0	-5	6	-3	-0.7	1	0
C=CC[C@H]1CC(Cc2ccccc2)=C[C@H](CC=C)N1
    -0.3	-2	i	5	1	5	-6	-2.7	0	-5
CC(=O)Nc1cccc(/C(C)=N\NC(=O)c2ccc(Cn3nc([N+](=O)[O-])c(Cl)c3C)o2)c1
    0.3	0	i	10	0	-4	-1	-1.1	4	-12
CCC1CCC2(CC1)NC(=O)N(CC(=O)NCc1ccccc1Cl)C2=O (centres undefined)
    -0.1	-18	i	-4	-2	12	0	0.0	-4	-5
OC(COCc1cccs1)CN1CCN(c2ccccc2Cl)CC1 (centres undefined)
    -0.5	-3	i	-4	-1	13	-2	-0.1	-3	-2
CCc1nnc(NC(=O)CCN2C(=O)C3CCCCC3C2=O)s1 (centres undefined)
    -0.6	4	i	-9	-2	-11	4	-0.3	0	-3
COc1ccc(NC(=O)c2ccc(-n3nc(C)c[n+]3[O-])cc2)cc1
    -1.8	-8	i	-11	-2	-5	-3	-1.5	3	0
COc1ccccc1C(=O)n1nc(-c2ccccc2)nc1N
    -0.3	-7	i	-11	1	15	-2	-1.4	0	-5
Cc1cc(Nc2ccc(Br)cc2F)n2nc(C)nc2n1
    -1.6	11	i	15	3	1	-1	0.7	2	-5
COc1ccc(C)cc1NC(=O)C(=O)N/N=C(\C)CC(=O)Nc1cccnc1
    -0.1	-4	i	2	5	-11	-5	-1.7	-2	-1
Cc1ccc(-n2c(C)cc(C(=O)CSc3nncs3)c2C)cc1
    -1.7	-13	i	-2	-5	-2	1	-1.7	5	1
Cc1cccc(NC(=O)Cn2c(=O)oc3ccccc32)c1C
    -0.1	-12	i	-14	-5	1	1	-1.7	2	2
CCOC(=O)c1cc2ccc(OC(=O)c3ccco3)cc2oc1=O
    -1.0	-4	i	6	-3	0	4	-0.3	-7	-11
COc1cc(/C=N/NC(=O)c2ccncc2)c([N+](=O)[O-])cc1OC
    -0.2	-7	i	-4	-4	3	-1	-1.6	2	-36
Cc1cc(C)n(-c2nc(SCC(=O)Nc3nccs3)c3c4c(sc3n2)COC(C)(C)C4)n1
    -1.8	-3	i	-31	13	-5	-3	0.8	0	-2
COc1ccc(CNC(=O)CCS(=O)(=O)c2ccc3c(c2)oc(=O)n3C)cc1
    0.9	5	i	10	-2	-1	2	-0.3	-2	3
O=S(=O)(Nc1cc(Cl)ccc1N1CCOCC1)c1ccccc1Cl
    -0.5	-1	i	0	-1	6	-4	1.6	-4	-1
CC[C@]12c3[nH]c4cc(-c5ccco5)ccc4c3CCN1C(=O)[C@@H](CC(=O)NCC13CC4CC(CC(C4)C1)C3)C[C@@H]2C(=O)N1CCN(C(=O)C2CC2)CC1
    -1.4	4	x	10	25	-27	-28	5.2	0	5
Cc1nc(N)sc1-c1csc(Nc2ccccn2)n1
    0.1	10	i	-8	12	-13	-25	1.6	-9	8
CCOc1cc(S(=O)(=O)N2CCCC2)c(C)cc1C
    -0.5	-3	i	-9	4	14	1	0.1	1	3
Cc1cc(C)c2nc(Nc3nc(-c4ccccc4)cc(=O)[nH]3)nc(C)c2c1
    0.1	1	i	1	1	-23	35	0.7	-2	-6
O=C(OCc1cc(=O)n2c(n1)sc1ccccc12)c1ccc(O)cc1
    -0.4	64*	i	1	-1	5	56*	1.7	3	9
COC(=O)c1cc(C#N)c(N(C)Cc2ccccc2)nc1C
    -0.7	-11	i	12	-6	-5	-1	1.2	5	6
O=S(=O)(NCC(c1cccnc1)N1CCN(c2ccc(F)cc2)CC1)c1cccs1 (centres undefined)
    -0.2	-9	i	1	-3	-3	-5	-1.0	2	-4
CC(C)(C)NC(=O)CN(c1cccc([N+](=O)[O-])c1)S(=O)(=O)c1ccccc1
    -0.9	-4	i	2	-3	7	4	-0.3	1	-9
Cc1ccc(NC(=S)N(Cc2ccco2)C(C)c2cccs2)cc1 (centres undefined)
    -0.1	-1	i	-1	-3	2	1	0.4	-2	-1
COc1ccc(C(=O)NC2CC2)cc1OC1CCN(Cc2ccccc2F)CC1
    0.2	-2	i	5	1	16	0	0.3	3	3
Cc1ccc(NC(=O)NCCCc2ccccc2)cc1
    -0.7	-3	i	11	-2	10	-2	0.2	1	-5
CCn1c(CSc2nc(C)cc(C)n2)nnc1SCC(=O)Nc1ccccc1
    -1.1	-5	i	6	-1	-7	3	-1.2	-1	0
CN(C)c1oc(-c2ccc(OCc3ccc(Cl)cc3)cc2)nc1C#N
    0.3	-4	i	-11	2	16	5	1.0	0	24
CC(C)=C1C2CCC1C1C(=O)N(NC(=O)c3ccco3)C(=O)C21 (centres undefined)
    -1.1	-4	i	6	0	6	4	-1.6	4	4
CCOc1ccc(/C=C/C(=O)N(CC)CC(=O)NCc2cccs2)cc1OC
    -0.4	-2	i	7	1	20	3	3.0	0	-19
CN(C)CCNc1ccc(CO)c2sc3ccc(O)cc3c(=O)c12
    -0.6	10	i	-13	4	-30	41	9.3	4	-43
COc1ccc(S(=O)(=O)N2CCCCCC2)cc1C(=O)N(C)CC(=O)Nc1cc(C)ccc1C
    -0.2	-2	i	-3	-8	8	18	-0.7	1	5
COc1cccc(CNC(=O)CCNS(=O)(=O)c2ccc3c(c2)CC(C)N3C(C)=O)c1 (centres undefined)
    -0.1	-6	i	7	-4	4	0	-0.3	-2	-3
CCOc1ccc(-c2cccc(NS(=O)(=O)c3cc([N+](=O)[O-])ccc3Cl)c2)nn1
    -0.1	5	i	-5	3	2	-1	2.8	-2	-15
O=C(O)c1cc2nc(-c3ccc(F)cc3)cc(C(F)(F)F)n2n1
    -0.4	0	i	-5	-9	0	-2	-0.5	0	10
CC(=O)Nc1ccc(N2CCN(C(C)=O)CC2)cc1
    -0.2	7	i	-1	6	11	-8	-1.0	0	-5
Cc1cnc(NC(=O)C2CCCC2)s1
    -0.8	6	i	2	2	2	1	-0.2	-18	-2
Cc1ccc(F)c(C2C3C=CCC(c4cccc(-c5ccc(N(C)C)cc5)c4)C3C(=O)N2Cc2ccccc2)c1 (centres undefined)
    0.0	5	i	44*	43*	10	-27	5.6	4	-5
CC1(c2ccc([N+](=O)[O-])cc2)NC(=O)N(CC(=O)Nc2ccc(N3CCCCC3)cc2)C1=O (centres undefined)
    -0.7	-1	i	-15	7	6	-7	1.5	0	-23
COC(=O)c1ccccc1NC(=O)CCc1ccccc1
    0.6	-6	i	6	1	4	0	-1.6	-1	2
O=C(Cn1nc(C(F)(F)F)cc1C1CC1)NCc1ccccc1F
    0.0	-2	i	-1	0	-7	-1	-0.5	0	-3

Among those listed so far, these have two or more sulfur atoms.
The line under a structure holds: TbMetRS inhib	Scp1 inh	Neddylation inh	SKN-1 block	NadD block	CendR NRP1 mod	DNMT1 inh	LMPTP inh	STEP block	SUMO1-SIM PPI
Cc1ccc(Nc2nc(N)nc(CSC(=S)N3CCOCC3)n2)cc1
    -0.2	-13	i	8	3	-4	-4	1.0	10	-2
O=S(=O)(c1ccccc1)N1CCN(C(=S)NCc2ccccc2)CC1
    0.1	6	i	25	-4	13	0	-0.7	0	-1
O=C(C1CN(S(=O)(=O)c2ccccc2)CCN1S(=O)(=O)c1ccccc1)N1CCCCCC1 (centres undefined)
    0.1	-6	i	0	-5	6	-3	-0.7	1	0
Cc1ccc(-n2c(C)cc(C(=O)CSc3nncs3)c2C)cc1
    -1.7	-13	i	-2	-5	-2	1	-1.7	5	1
Cc1cc(C)n(-c2nc(SCC(=O)Nc3nccs3)c3c4c(sc3n2)COC(C)(C)C4)n1
    -1.8	-3	i	-31	13	-5	-3	0.8	0	-2
Cc1nc(N)sc1-c1csc(Nc2ccccn2)n1
    0.1	10	i	-8	12	-13	-25	1.6	-9	8
O=S(=O)(NCC(c1cccnc1)N1CCN(c2ccc(F)cc2)CC1)c1cccs1 (centres undefined)
    -0.2	-9	i	1	-3	-3	-5	-1.0	2	-4
Cc1ccc(NC(=S)N(Cc2ccco2)C(C)c2cccs2)cc1 (centres undefined)
    -0.1	-1	i	-1	-3	2	1	0.4	-2	-1
CCn1c(CSc2nc(C)cc(C)n2)nnc1SCC(=O)Nc1ccccc1
    -1.1	-5	i	6	-1	-7	3	-1.2	-1	0
